# S100A4 MyoIIA – blocks human S100A4 binding to myosin IIA peptide; inhibition, % at 10.7 µM; actives 0.14% (n = 360,000); S100A4/TAMRA-MyoIIA peptide fluorescence polarization;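 active means mean inhibition of at least 70% across replicates, with every replicate also reaching that level; inconclusive means mean inhibition reaches 70% but some replicates fall short; inactive means mean inhibition below 70%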
# Target sequence (P26447 whole entry, looked up): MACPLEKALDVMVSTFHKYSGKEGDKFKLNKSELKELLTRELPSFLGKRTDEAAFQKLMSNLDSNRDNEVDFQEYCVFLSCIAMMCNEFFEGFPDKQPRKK
#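 Compound dosing: one dose per compound; test system: human S100A4 monomer with TAMRA-labelled myosin IIA peptide; probe or stimulus: TAMRA-labelled myosin IIA heavy-chain peptide probe, 5 nM; medium: HEPES buffer with Ca2+, pH 7.2; schedule: 5 min incubation before reading; benchmarks: neutral control DMSO, positive control TFP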
# PAX8 reporter – lowers PAX8-driven luciferase in RMG-I cells | RMG-I TPO-luciferase reporter, SteadyGlo, 24 h | inhibition, % at 12.6 µM | actives 1.2% (n = 360,000) | AID 652154;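 active means mean replicate inhibition at least 60% with every replicate also reaching 60%; inconclusive means only one of the two criteria is met; inactive means mean below 60% and not all replicates reaching 60%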;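 further: luciferase light reporting Pax8 driven TPO promoter activity; plate controls were median of neutral control wells for no effect and mitoxantrone controls for full effect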
# PGC1a acetyl inh – modulators of PGC1a acetylation; U2OS PGC1a acetylation, AlphaScreen anti-acetyl-lysine; with virally co-expressed GCN5 acetyltransferase; inhibition, % at 15.6 µM; actives 0.17% (n = 350,000); AID 651687;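 active means every replicate shows inhibition of at least 40%; inconclusive means mean inhibition at least 40% but some replicate below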;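 further: 0% = neutral control wells and 100% = positive control wells; some results beyond the cut were filed as inactive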
# EWS-Fli block – blocks EWS/Fli oncoprotein-driven transcription. A673 NR0B1-luciferase reporter, viability-normalised. inhibition, % at 12.6 µM. actives 0.67% (n = 350,000). AID 651661;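 active means mean inhibition of at least 50% after viability correction, with every replicate also passing that limit; inconclusive means mean reaches 50% but only one of two replicates passes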;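 further: firefly luciferase signal divided by Alamar Blue viability fluorescence both relative to DMSO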
# LGR2 inh – blocks bursicon-induced cAMP signaling via Drosophila LGR2; HEK293 LGR2, CRE-luciferase, bursicon-stimulated, 4 h; inhibition, % at 9.99 µM; actives 0.35% (n = 380,000);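 active means drop in luminescence signal, shown as inhibition above about 50% in the replicate tests, limit read from the data, passing the limit was not always enough; inconclusive means probably only some replicates passing the limit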;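 further: agonist challenge used bursicon conditioned medium at about half maximal strength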
# FN deposit inh – fibronectin deposition inhibition; actives 0.086% (n = 350,000); AH1F fibroblasts, Alexa488-fibronectin deposition fluorescence, overnight; AID 743247; inhibition, % at 12.6 µM;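 active means mean inhibition across replicates of 30% or more, regardless of how many single replicates reach that level; inconclusive means mean under 30% yet at least half of replicates reach 30%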;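 further: positive control wells lacked labelled fibronectin entirely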
#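 Test system: AH1F fibroblast monolayer depositing Alexa488-labelled fibronectin into matrix. Input: 10000 cells per well. Technique: fluorescence, ex 485 nm, em 525 nm. Buffer or medium: DMEM plus 2% serum, read in PBS. Timing: 1 h cell adhesion before compound, then overnight fibronectin incubation. Compound: single dose, pinned. Read-out basis: inhibition from reduced deposited-fibronectin fluorescence.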
# ERAP1 inh – ERAP1 (human) enzyme inhibition. Q9NZ08. recombinant ERAP1, Leu-AMC fluorescence, 60 min. inhibition, % at 10.7 µM. actives 0.15% (n = 340,000);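 active means mean replicate inhibition of at least 30%, or all replicates individually reaching that 30% level; inactive means mean below 30% and not every replicate reaching it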;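 further: 0% = neutral control wells and 100% = L-leucinethiol positive control wells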
# Target sequence (Q9NZ08 whole entry, looked up): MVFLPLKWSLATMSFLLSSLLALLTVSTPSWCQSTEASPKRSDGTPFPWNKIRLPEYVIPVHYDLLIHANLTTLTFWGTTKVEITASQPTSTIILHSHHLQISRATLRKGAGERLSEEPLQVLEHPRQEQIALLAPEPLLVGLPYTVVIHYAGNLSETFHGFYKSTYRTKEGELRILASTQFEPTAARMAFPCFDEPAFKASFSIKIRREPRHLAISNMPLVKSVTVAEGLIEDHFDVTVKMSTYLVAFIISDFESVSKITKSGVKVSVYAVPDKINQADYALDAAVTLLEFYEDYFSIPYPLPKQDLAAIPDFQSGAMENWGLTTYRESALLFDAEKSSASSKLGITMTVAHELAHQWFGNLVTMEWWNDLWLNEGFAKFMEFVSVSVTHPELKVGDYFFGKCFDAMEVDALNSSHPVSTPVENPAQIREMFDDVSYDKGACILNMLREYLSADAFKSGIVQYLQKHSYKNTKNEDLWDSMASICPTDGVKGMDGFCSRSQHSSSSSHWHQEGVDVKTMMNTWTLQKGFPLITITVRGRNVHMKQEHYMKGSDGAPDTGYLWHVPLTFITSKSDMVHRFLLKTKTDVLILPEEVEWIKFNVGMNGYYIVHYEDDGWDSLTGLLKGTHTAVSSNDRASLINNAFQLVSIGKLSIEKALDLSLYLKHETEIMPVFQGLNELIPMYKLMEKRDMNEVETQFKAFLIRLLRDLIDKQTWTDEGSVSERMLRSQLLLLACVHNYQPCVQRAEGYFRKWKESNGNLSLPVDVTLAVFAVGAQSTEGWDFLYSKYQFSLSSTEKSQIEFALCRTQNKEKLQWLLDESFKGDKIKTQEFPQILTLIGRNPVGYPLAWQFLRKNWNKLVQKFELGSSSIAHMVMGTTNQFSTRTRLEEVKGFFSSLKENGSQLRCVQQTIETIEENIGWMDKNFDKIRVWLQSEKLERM
# PglD inh – PglD (C. jejuni) enzyme inhibition | purified PglD enzyme, DTNB colorimetric CoA detection | inhibition, % at 12.5 µM | actives 0.098% (n = 360,000) | AID 602405; in the data active means inhibition above about 16%, passing the limit was not always enough; inconclusive means no clear call, values can overlap the other calls; further: strong numbers were not always called active
# * marks the source's active call; other numbers are inactive results; ? = inconclusive; . = no result given. The order is random. About 2.1% of those tested had a hit in this group.
# Each structure is followed by: S100A4 MyoIIA | PAX8 reporter | PGC1a acetyl inh | EWS-Fli block | LGR2 inh | FN deposit inh | ERAP1 inh | PglD inh
> CCOc1ccc(S(=O)(=O)N2CCCCC2)cc1NC(=O)Cc1cccc(C(F)(F)F)c1
    -2.2 | 8.5 | -0.7 | 19.3 | 14.4 | 3.0 | -2.3 | -0.5
> Cc1ccc(C(=O)NCCC(=O)N2CCC3(CC2)NCCc2[nH]cnc23)cc1
    2.7 | -12.0 | . | . | -5.7 | -2.0 | 0.1 | .
> Cc1cc(C)nc(SCC(=O)NNC(=O)c2cccs2)n1
    4.0 | -1.6 | -10.7 | 0.3 | -16.5 | -2.9 | -0.5 | 2.4
> Cn1nnnc1SCCNC(=O)C1CCC(=O)N(Cc2cccc(C(F)(F)F)c2)C1 (stereo unspecified)
    57.5 | -4.7 | . | 4.5 | -0.7 | 2.8 | 6.5 | -0.5
> C[C@H](CO)N1C[C@H](C)[C@H](CN(C)Cc2ccncc2)Oc2c(NS(=O)(=O)c3ccc(F)cc3)cccc2C1=O
    -2.8 | 6.3 | 0.6 | 4.5 | 11.4 | . | 0.3 | -2.3
> O=C(O)C(c1cccs1)C1(O)CCCCC1 (stereo unspecified)
    -4.5 | -2.5 | -6.4 | 1.8 | -8.1 | 9.0 | 2.8 | -1.6
> Cc1ccc(NC(=O)c2ccc(S(=O)(=O)N3CCOCC3)cc2)nc1
    . | 24.7 | 12.5 | . | . | 0.1 | . | -0.4
> O=C(NCCCO)c1ccc(CSc2nc3ccccc3[nH]2)cc1
    1.1 | -39.6 | -16.9 | -36.2 | -14.7 | 9.9 | 0.1 | .
> COC(=O)c1cccc(NC(=O)CN2C(=O)C3CCCCC3C2=O)c1 (stereo unspecified)
    -3.0 | 2.7 | 0.6 | -3.4 | 15.9 | 7.4 | 0.8 | 0.9
> C[C@@H]1CCCCO[C@H](CN(C)C(=O)c2ccccc2)[C@H](C)CN([C@@H](C)CO)C(=O)c2cc(NS(C)(=O)=O)ccc2O1
    13.1 | 7.5 | 3.5 | -1.3 | -0.6 | . | 1.9 | 0.8
> C[C@H]1CN([C@@H](C)CO)C(=O)CCCn2nncc2CO[C@@H]1CN(C)Cc1ccc(O)cc1
    11.1 | -17.3 | 10.9 | -0.9 | 8.0 | -13.0 | -1.4 | 0.7
> Cc1ccc(C2C(C(N)=S)=C(N)OC3=C2C(=O)CC(C)(C)C3)cc1 (stereo unspecified)
    . | 8.1 | . | 6.4 | 13.4 | 3.3 | . | .
> O=C(O)C1CCN(C(=O)CSc2nnc3ccccn23)CC1
    -3.7 | -0.8 | 0.4 | 2.5 | -12.5 | 1.6 | 2.6 | -3.8
> C[C@@H]1CN([C@H](C)CO)C(=O)Cc2cc(NS(=O)(=O)c3cn(C)cn3)ccc2O[C@@H]1CN(C)Cc1ccc(C(=O)O)cc1
    -6.6 | 5.2 | -2.1 | -5.6 | -3.8 | . | -1.0 | -4.4
> CC1(C)CC(=O)C=C(NC2=CC3OC(c4ccccc4)OCC3OC2=O)C1 (stereo unspecified)
    -23.9 | ? | . | -0.2 | 86.0* | 5.3 | 2.8 | .
> COC(=O)C1=C(C)NC(=O)/C1=C/c1ccc(CNS(=O)(=O)c2ccc(C)cc2)o1
    -5.5 | 11.5 | 14.9 | -2.0 | -25.6 | 4.0 | 10.4 | .
> COc1ccc(C(=O)Nc2nc3ccccc3[nH]2)cc1OC
    -3.8 | . | . | -77.5 | -76.3 | . | 4.6 | .
> C[C@@H]1CN([C@H](C)CO)C(=O)c2cc(NC(=O)CCCCCC(=O)Nc3ccccc3N)ccc2O[C@H]1CN(C)C(=O)Nc1ccc2c(c1)OCO2
    8.1 | -39.6 | -5.3 | 8.4 | -15.1 | . | 2.9 | .
> C[C@H](CO)N1C[C@H](C)[C@H](CN(C)C(=O)Nc2cccc3ccccc23)OCCCC[C@H](C)Oc2ccc(NC(=O)Nc3ccc(F)cc3)cc2C1=O
    -8.0 | -2.9 | 1.3 | -3.7 | 28.9 | -0.9 | -1.3 | -0.4
> COc1ccc(NC(=O)Nc2ccc3c(c2)CC(=O)N([C@@H](C)CO)C[C@H](C)[C@H](CN(C)C(=O)NC2CCCCC2)O3)cc1
    . | 1.5 | 0.0 | -8.6 | 1.1 | . | . | .
> O=C(Nc1ccc2c(c1)[C@H]1C[C@@H](CC(=O)N3CCCCC3)O[C@@H](CO)[C@H]1O2)c1ccc2c(c1)OCO2
    0.4 | -1.8 | -15.2 | -0.2 | -2.4 | 7.3 | 1.9 | -1.3
> C[C@@H]1CN([C@@H](C)CO)C(=O)c2cc(N(C)C)ccc2O[C@@H](C)CCCCO[C@@H]1CN(C)C(=O)CCC(F)(F)F
    -1.8 | 0.5 | -4.6 | -9.7 | -0.1 | . | 1.3 | 2.3
> CN(C)S(=O)(=O)Oc1ccccc1C(=O)Nc1cccc(C(F)(F)F)c1
    . | -4.1 | 8.3 | . | . | -2.0 | . | 0.9
> COc1ccc(CN2CCN(CCCCOc3ccc(Cl)cc3)CC2)c(OC)c1OC
    -7.4 | 17.7 | . | 11.5 | 7.0 | 4.4 | 2.4 | .
> N#C[C@H]1[C@@H](c2ccccc2C2=CCCC2)[C@@H](CO)N1C(=O)C1CCC1
    -1.1 | -13.3 | -1.3 | 0.9 | 6.3 | -1.5 | -0.3 | .
> C/C(CCc1ccc2c(c1)OCO2)=N\NC(=O)c1ccccc1
    -0.4 | 5.5 | . | 9.4 | -9.8 | 1.1 | -1.1 | .
> Nc1cccc(-c2nc3cc(S(=O)(=O)c4ccc5oc(-c6cccc(N)c6)nc5c4)ccc3o2)c1
    . | 27.4 | -4.1 | . | . | -12.3 | . | -0.1
> Cc1nn(-c2ccccc2)c(C)c1S(=O)(=O)O
    1.1 | -0.7 | -7.4 | 4.8 | 36.6 | -4.7 | -7.1 | .
> C[C@H](NC(=O)C[C@H]1CC[C@H](NC(=O)Nc2ccc3c(c2)OCO3)[C@@H](CO)O1)c1ccccc1
    0.2 | -16.6 | 4.7 | -4.0 | 15.2 | -2.9 | 1.4 | 1.9
> O=C(Nc1c[nH]c(=O)[nH]c1=O)c1cc([N+](=O)[O-])cc([N+](=O)[O-])c1
    -6.1 | 5.8 | -9.5 | 1.8 | 13.3 | -5.3 | -0.9 | 0.3
> COc1cc(C(C)=O)ccc1OCCCOc1cccc2cccnc12
    4.1 | -16.4 | -9.0 | -2.1 | -23.6 | 0.8 | -1.6 | 0.8
> COc1cccc(C(=O)C(=O)N2CCN(C(=O)OCc3ccccc3)CC2)c1
    0.6 | 7.4 | . | -4.0 | 23.5 | 5.9 | . | .
> C[C@H](O)C#Cc1cnc2c(c1)C(=O)N([C@@H](C)CO)C[C@@H](C)[C@@H](CN(C)C(=O)Nc1ccc(F)cc1)O2
    1.8 | . | -4.8 | 4.0 | 8.4 | -7.7 | 0.0 | 3.0
> CCN(Cc1ccncc1)C(=O)C1CCC(=O)N(Cc2ccc(Cl)cc2)C1 (stereo unspecified)
    -4.9 | 1.6 | . | . | 7.0 | . | -1.9 | 1.7
> Cn1c2c(c3ccccc31)CCN(CCCCN1CCN(c3ccccc3)CC1)C2=O
    -1.9 | 4.0 | -9.6 | 5.9 | -36.3 | -0.8 | 3.6 | .
> CC(C)c1cn(CC[C@@H]2CC[C@H](NC(=O)C3CCCCC3)[C@H](CO)O2)nn1
    -7.3 | . | -23.8 | 3.9 | -18.1 | 14.9 | -1.9 | 2.9
> O=C(CC1C[C@H](C(=O)N2CCCCC2)[C@@]2(CCc3ccccc3)c3[nH]c4ccccc4c3CCN2C1=O)NCc1ccco1 (stereo partly specified)
    -1.2 | 15.5 | -1.1 | 8.6 | 25.6 | -7.3 | -0.4 | 5.1
> CCCN1C[C@@H](C)[C@@H](OC)CN(C)C(=O)c2cc(NC(=O)c3cccc(F)c3)ccc2OC[C@H]1C
    -3.1 | . | 0.9 | -8.7 | -6.0 | -24.2 | 3.2 | -1.0
> Cc1ccc(S(=O)(=O)Nc2ccc3c(c2)C(=O)N([C@H](C)CO)C[C@@H](C)[C@H](CN(C)S(=O)(=O)c2cn(C)cn2)OCCCC[C@@H](C)O3)cc1
    -3.8 | -5.5 | -5.9 | -5.2 | 3.5 | -0.8 | -1.6 | -1.4
> C=CCOc1cccc(/C=C2\C(=O)N(Cc3ccc(C)cc3)C(C)=C2C(=O)OC)c1
    7.6 | -0.2 | . | 20.4 | 31.8 | . | 7.2 | .
> O=C1Nc2ccc(S(=O)(=O)NCCCO)c3cccc1c23
    -3.2 | 4.6 | . | 6.3 | 11.5 | 6.6 | -42.6 | -1.7
> C[C@H](CO)N1C[C@H](C)[C@@H](CN(C)S(=O)(=O)c2ccccc2)Oc2ccc(NS(=O)(=O)c3cccs3)cc2CC1=O
    0.2 | 15.1 | 5.4 | 11.0 | 7.0 | . | -3.1 | -3.5
> COc1ccc(CC(=O)OCc2cc(=O)n3cc(Br)ccc3n2)cc1OC
    29.4 | 13.8 | 8.3 | -0.5 | . | 2.3 | -3.4 | .
> COc1ccc(C(=O)N(Cc2nc(-c3ccc(C)cc3)no2)C(C)C)cc1OC
    -5.1 | 15.6 | -8.8 | -4.8 | -10.3 | -1.5 | -4.1 | -2.3
> CC1(C)Cc2c(cnn2-c2ccc(F)cc2)C(NC(=O)C2=CC(=O)CC(C)(C)O2)C1 (stereo unspecified)
    -1.5 | -15.0 | . | -16.9 | 6.8 | 3.1 | 3.4 | 2.2
> CC(Sc1nncn1C)C(=O)Nc1ccc(N2CCCCC2)cc1 (stereo unspecified)
    -4.1 | -15.1 | . | -12.4 | -10.0 | 3.9 | -2.1 | 0.2
> CCOC(=O)c1ccc(NC(=O)c2nc[nH]c2C(=O)N[C@@H](C)C(=O)OC(C)(C)C)cc1
    . | -12.7 | 13.1 | 2.9 | 6.0 | -3.5 | . | -4.6
> C/C(N)=C(/C#N)C(=O)CSc1nc2ccc(C)cc2[nH]1
    . | . | -9.1 | . | 3.1 | 2.8 | . | -0.7
> CCCCCCn1c(CN2CCCC(C)C2)nc2c1c(=O)n(C)c(=O)n2C (stereo unspecified)
    . | -6.8 | -2.1 | . | . | 5.8 | . | -97.0

# Reprinted at random: 5 compounds from above
# Each structure is followed by: S100A4 MyoIIA | PAX8 reporter | PGC1a acetyl inh | EWS-Fli block | LGR2 inh | FN deposit inh | ERAP1 inh | PglD inh
> COc1ccc(C(=O)N(Cc2nc(-c3ccc(C)cc3)no2)C(C)C)cc1OC
    -5.1 | 15.6 | -8.8 | -4.8 | -10.3 | -1.5 | -4.1 | -2.3
> COc1ccc(CC(=O)OCc2cc(=O)n3cc(Br)ccc3n2)cc1OC
    29.4 | 13.8 | 8.3 | -0.5 | . | 2.3 | -3.4 | .
> CCCCCCn1c(CN2CCCC(C)C2)nc2c1c(=O)n(C)c(=O)n2C (stereo unspecified)
    . | -6.8 | -2.1 | . | . | 5.8 | . | -97.0
> CCOC(=O)c1ccc(NC(=O)c2nc[nH]c2C(=O)N[C@@H](C)C(=O)OC(C)(C)C)cc1
    . | -12.7 | 13.1 | 2.9 | 6.0 | -3.5 | . | -4.6
> C/C(N)=C(/C#N)C(=O)CSc1nc2ccc(C)cc2[nH]1
    . | . | -9.1 | . | 3.1 | 2.8 | . | -0.7

# Assay outcomes deposited in PubChem BioAssay by Broad Institute.
